DENV2 CPE – inhibitors of DENV2 cytopathic effect, primary screen, cell-based, plate reader, single concentration; DENV2-infected cells, cytopathic effect rescue; CPE inhibition, % at 9.99 µM; 1.7% of 350,000 active; AID 651640, 2012; in the data active = CPE inhibition above about 20%, passing the limit was not always enough; inconclusive = no clear call, values can overlap the other calls; tested in BHK-21 cells;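 also: 0% = median of neutral control wells and 100% = median of positive control wells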
CASP6 VEID inh – human caspase-6 inhibitors, primary screen, biochemical, VEID-R110 fluorescence, single point, set 2. P55212. purified caspase-6, Z-VEID-R110 cleavage fluorescence. inhibition, % at 12.5 µM. 0.53% of 350,000 active;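 active = mean inhibition across replicates at least about 35%, with every replicate also reaching that limit, limit read from the data; inconclusive = only one of the two criteria met; inactive = neither criterion met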;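 also: 0% = median of neutral control wells and 100% = no fluorescence left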
Target sequence (P55212 24-179 limits assumed): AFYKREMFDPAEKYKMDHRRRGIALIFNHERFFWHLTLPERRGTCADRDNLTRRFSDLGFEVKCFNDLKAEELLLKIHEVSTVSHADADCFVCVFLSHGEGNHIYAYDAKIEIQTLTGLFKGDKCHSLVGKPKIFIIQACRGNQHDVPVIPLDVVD
Target sequence (P55212 194-293 limits assumed): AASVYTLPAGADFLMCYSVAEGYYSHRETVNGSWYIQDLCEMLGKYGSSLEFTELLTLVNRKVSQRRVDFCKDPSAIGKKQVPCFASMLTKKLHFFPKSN
RAD52 anneal inh – RAD52 DNA annealing inhibitors, primary screen, biochemical, FRET, single point, set 2; inhibition, % at 18.7 µM; 0.46% of 360,000 active; DNA repair protein RAD52 homolog (Homo sapiens), P43351; recombinant RAD52 DNA annealing, FRET fluorescence; AID 651710, 2012;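 active = every replicate showing at least 50% inhibition; inconclusive = mean inhibition at least 50% but not in every replicate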
E-sel inducer – E-selectin induction in HUVECs, primary screen, imaging, HUVEC, immunofluorescence imaging, single point; normalized: neutral wells 0, TNF-alpha wells 100; activation, % at 7.58 µM; 0.37% of 260,000 active; P16581;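 active = mean E-selectin-positive cell signal at least 10% of the positive control, reached in at least 60% of replicates, without over 20% cell loss; inconclusive = no rule given, readout overlaps actives, possibly toxicity-flagged; inactive = the rest, including those meeting only one limit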;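 also: in these data hits start at about 27%; measured in HUVEC primary endothelial cells; signal is the percent of cells scored E-selectin positive by PE staining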
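Assay system: HUVEC primary endothelial cells. Input: 3,000 HUVEC seeded per well. Doses: one compound dose added by pin transfer. Read-out basis: % PE-positive cells. Benchmarks: TNF-alpha high, DMSO low. Detection: immunofluorescence imaging. Buffer or medium: EGM-2, gelatin.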
RAD54 branch – inhibitors of human RAD54 branch migration, primary screen, biochemical, fluorescence, single point; DNA repair and recombination protein RAD54-like (Homo sapiens), Q92698; RAD54 Holliday junction branch migration, FAM/BHQ fluorescence; inhibition, % at 10.4 µM; 0.14% of 360,000 active; AID 602329, 2012;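 active = mean normalized replicate activity at least 40 and at least half of replicates scoring 40 or more; inconclusive = only one of the two criteria met; inactive = mean below 40 and under half of replicates reaching 40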;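 also: 0% = median of neutral control wells and 100% = median of positive control wells; inhibitors cause a drop in the FAM fluorescence signal; in these data hits start at about 50%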
Target sequence (Q92698 whole entry, looked up): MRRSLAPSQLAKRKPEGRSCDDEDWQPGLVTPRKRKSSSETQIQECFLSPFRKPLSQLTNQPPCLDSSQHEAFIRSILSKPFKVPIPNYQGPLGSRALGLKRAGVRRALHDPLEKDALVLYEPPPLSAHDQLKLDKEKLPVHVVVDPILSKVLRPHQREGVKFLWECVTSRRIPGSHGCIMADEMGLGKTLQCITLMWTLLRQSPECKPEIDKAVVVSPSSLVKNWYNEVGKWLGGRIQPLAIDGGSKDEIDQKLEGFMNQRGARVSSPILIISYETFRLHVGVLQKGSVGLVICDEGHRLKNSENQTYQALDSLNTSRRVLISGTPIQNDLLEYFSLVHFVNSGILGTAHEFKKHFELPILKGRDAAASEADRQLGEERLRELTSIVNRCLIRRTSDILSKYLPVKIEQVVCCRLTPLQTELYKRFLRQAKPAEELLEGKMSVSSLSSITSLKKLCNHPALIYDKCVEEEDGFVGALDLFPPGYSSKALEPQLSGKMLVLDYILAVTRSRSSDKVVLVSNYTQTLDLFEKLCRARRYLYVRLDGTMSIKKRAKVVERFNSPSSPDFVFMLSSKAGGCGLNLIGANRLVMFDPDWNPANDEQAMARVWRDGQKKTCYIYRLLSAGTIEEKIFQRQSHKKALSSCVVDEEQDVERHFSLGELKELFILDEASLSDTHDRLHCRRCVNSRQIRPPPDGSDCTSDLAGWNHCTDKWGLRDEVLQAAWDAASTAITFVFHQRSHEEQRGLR
XiGFP reactiv – activators of inactive X chromosome reactivation, primary screen, imaging, XiGFP fibroblasts, GFP high-content imaging, set 2. XiGFP mouse fibroblasts, % GFP-positive cells imaging, 3 d; cells co-treated with 5-aza-dC sensitizer; scaled so ellipticine positive control = 100%. 0.055% of 360,000 active. AID 743238, 2013. activation, % at 7.58 µM;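 active = mean normalized replicate activation at least 10% and every replicate at or above 10%; inconclusive = only one of the two criteria met; inactive = mean below 10% and not all replicates reach 10%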;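 also: 0% = median of on-plate neutral control wells and 100% = ellipticine 6 µM median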
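Material: SV40-immortalized XiGFP fibroblast cells, line 68-5-11 | Buffer or medium: DMEM containing 5-aza-dC | Dosing: One concentration, pinned | Times: 3 d treatment, 15 min room-temperature fixation | Controls: Ellipticine 6 µM positive control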
CFTR F508del cor – F508del CFTR correction, initial screen, CFBE line, single point. activity (quench increase), % at 7.58 µM. CFBE cells, YFP halide quenching; stimulated with forskolin plus potentiator P3; % fluorescence drop versus neutral controls. 0.36% of 350,000 active;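 active = mean added fluorescence quench of at least 8% versus neutral control, with both replicates also reaching 8%; inconclusive = only one of the mean or replicate conditions met; inactive = mean below 8% and not both replicates reaching 8%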;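 also: cells transiently co-express mutant CFTR-F508del with the halide-sensitive YFP; corrector assay measuring rescue of mutant channel to the surface after 24 h compound exposure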
GSIS activator – GLuc luminescence reporter in INS-1E cells, primary screen for activators of glucose-dependent secretion of insulin; INS-1E GLuc reporter insulin secretion, 2-3 h; activation, % at 16.6 µM; 0.61% of 370,000 active;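 active = lowest replicate activation of at least 40%, so every replicate reaches that level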;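 also: 0% = median of neutral control wells and 100% = median of IBMX positive control wells; some compounds called inactive have numbers as strong as hits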
* = called active by the depositor; u = inconclusive; x = not tested or not shown.

Values run as follows: DENV2 CPE, CASP6 VEID inh, RAD52 anneal inh, E-sel inducer, RAD54 branch, XiGFP reactiv, CFTR F508del cor, GSIS activator
1) CN1CCN(c2nc(-c3ccc(Cl)cc3)nc3ccccc23)CC1
    0, -2, 5, x, 34, 0.2, 0.8, 3
2) O=C(Cc1ccc(S(=O)(=O)N2CCOCC2)s1)N1CCN(S(=O)(=O)c2cccc(Cl)c2)CC1
    10, 9, -41, 1.7, -8, 0.5, 0.9, -37
3) COC(=O)c1cc(Cl)c(NS(=O)(=O)c2ccccc2)cc1OC
    x, -3, -14, x, 1, x, x, 1
4) CCOC(=O)N1CCC(Nc2c(OCC)c(=O)c2=O)CC1
    1, -4, -4, 0.0, -7, 0.4, -1.6, -2
5) COc1ccccc1NC(=O)CSc1nnnn1-c1ccc(C(=O)O)cc1
    7, 1, -13, 0.8, x, 0.1, -2.6, -8
6) CC(=O)Nc1ccc2c(c1)C(=O)N(C)[C@H]1CC[C@H](CC(=O)NCc3ccc(Cl)cc3)O[C@H]1CO2
    u, -4, -7, -0.1, -9, 0.3, 1.0, -6
7) COc1ccc(OCCOC(=O)CNC(=O)c2ccc(Cl)cc2Cl)cc1
    15, -2, -13, -0.6, 5, 0.0, 1.9, -17
8) CCC(=NNS(=O)(=O)c1ccc(C)cc1)c1ccccc1
    8, -3, -17, 0.0, -1, 0.3, 1.3, -1
9) Cc1onc(-c2ccccc2)c1C(=O)Nc1nnc(CC(C)C)s1
    2, 1, 1, x, -5, 0.1, -3.1, -6
10) O=C(Nc1ccc(Cl)cc1)C1Cc2c(-c3cccc(F)c3)ccnc2O1 (centres undefined)
    2, 7, 13, 0.4, -11, 0.0, 1.6, x
11) CC(C)C[C@H](NC(=O)N1c2ccccc2NC(=O)[C@@H]1C(C)C)C(=O)N[C@@H](Cc1ccccc1)C(=O)O
    u, -1, 4, x, 10, x, -0.4, 7
12) CN1c2ccc(-c3ccccc3)cc2[C@H]2[C@H](CCN2C(=O)c2cccc(F)c2)[C@H]1CO
    -4, -1, 5, 0.2, 4, 0.0, -2.1, -35
13) C[C@H]1CN([C@@H](C)CO)S(=O)(=O)c2ccc(C#CC3CC3)cc2O[C@@H]1CN(C)C(=O)c1ccccn1
    -9, 0, -8, -0.1, 5, -0.2, -1.5, -9
14) CC(C)(C)c1ccc(N/N=C(\C#N)S(=O)(=O)C(C)(C)C)cc1
    5, -1, -9, x, x, 0.0, 0.8, -9
15) C[C@@H](NC(=O)C[C@H]1CC[C@@H]2[C@H](COC[C@@H](O)CN2C(=O)Nc2cccc(Cl)c2)O1)c1ccccc1
    -2, 2, 4, 0.1, -4, 0.0, 0.1, -25
16) CCC(=O)N(C)C[C@@H]1Oc2cc(-c3cncnc3)ccc2S(=O)(=O)N([C@@H](C)CO)C[C@H]1C
    -2, 3, -1, 0.1, 6, -0.6, -0.1, 15
17) C[C@H](CO)N1C[C@H](C)[C@@H](CN(C)Cc2ccccn2)Oc2ncc(C#Cc3cccc(F)c3)cc2C1=O
    -4, -2, -17, -0.5, 3, -0.1, -0.9, 13
18) O=C(OCc1cn([C@@H]2CN(CC3CCCCC3)[C@@H](c3ccc(Cl)cc3)C[C@H]2O)nn1)c1ccccc1
    -3, -3, -2, -0.5, -10, 0.4, -5.1, 5
19) O=C(Nc1cccnc1Cl)c1cc(-c2ccc(Br)cc2)on1
    -3, 0, -1, x, -14, -0.1, -0.3, -9
20) O=C(C1CC1)N1CC(=O)N2[C@@H](CO)[C@@H](c3ccc(-c4ccccc4F)cc3)[C@@H]2C1
    15, 2, -7, 0.1, x, 0.0, 0.8, -10
21) O=C(O)c1cccc(CN2C(=O)S/C(=C/c3cccc([N+](=O)[O-])c3)C2=O)c1
    -9, 9, -13, -2.7, x, -0.1, -1.5, -31
22) COc1ccc(-n2cnnc2SCC(=O)Nc2cc(S(=O)(=O)N3CCCCC3)ccc2C)cc1
    x, x, x, -0.7, 3, 0.0, -0.2, 6
23) O=C(C[C@H]1C=C[C@@H](NC(=O)C2CCC2)[C@@H](CO)O1)NC1CCC1
    -6, 1, -16, -0.5, -5, -0.5, -2.1, 28
24) CCOC(=O)[C@H]1[C@H]2COc3ccc(Cl)cc3[C@@H]2N2C(=O)[C@@H](CO)NC(=O)[C@@]12C
    8, -3, -12, 0.2, 0, 0.0, 1.6, 11
25) COc1cccc(CN(C)C(=O)c2cccc(S(=O)(=O)N3CCN(c4ccccc4)CC3)c2)c1OC
    1, 3, 1, 0.5, 9, 0.1, 1.2, x
26) Cc1ccc(NC(=O)CN2C(=O)NC(C)(c3ccccc3)C2=O)c(C)c1 (centres undefined)
    1, 1, -5, x, -4, 0.2, -0.9, -4
27) COC(=O)c1cc(NC2c3ccccc3C(=O)N2c2ccc(Cl)cn2)cc(C(=O)OC)c1 (centres undefined)
    3, -1, -11, 0.1, -13, 0.2, -1.5, 9
28) O=C(c1ccccc1F)N1CC(=O)N2[C@H](CO)[C@H](c3ccc(-c4cccnc4)cc3)[C@@H]2C1
    -5, 0, 7, -0.1, x, 0.2, -3.2, 9
29) CO[C@@H]1CN(C)C(=O)c2ccc(NC(=O)Nc3ccccc3F)cc2OC[C@H](C)NC[C@H]1C
    9, -4, -3, 1.8, 1, -0.2, -3.0, 3
30) Cc1ccc(C(C)C)cc1S(=O)(=O)NCc1ccccn1
    -1, 2, -11, x, -7, 0.1, -0.8, 0
31) C[C@@H]1CN([C@H](C)CO)C(=O)c2cc(NC(=O)Nc3ccc(C(F)(F)F)cc3)ccc2O[C@@H](C)CCCCO[C@@H]1CN(C)Cc1ccc2c(c1)OCO2
    -33, -2, -20, -0.2, 0, 0.0, 1.5, 27
32) Cc1cccc(NC(=O)COC(=O)c2cc3ccccc3oc2=O)c1
    4, -3, -14, 0.4, x, 0.2, -0.8, 5
33) CN(C(=O)c1ccccc1C(=O)c1ccccc1)C1CCS(=O)(=O)C1 (centres undefined)
    10, 1, -12, x, -6, x, -0.4, 0
34) C[C@H]1CN([C@@H](C)CO)C(=O)CCCn2nncc2CO[C@@H]1CN(C)S(C)(=O)=O
    x, x, x, 0.2, x, -0.1, -0.6, 9
35) COc1ccc(CNC(=O)NS(=O)(=O)c2ccc(C)cc2)cc1
    10, -4, -10, 0.3, -9, -0.1, 2.3, -2
36) O=C(NCc1cccnc1)/C(=C/c1ccc([N+](=O)[O-])cc1)NC(=O)c1ccccc1
    -5, -1, -4, 0.0, x, 0.0, -1.2, 8
37) O=C(COC(=O)c1cc(Br)ccc1O)NCC1CCCO1 (centres undefined)
    -5, -3, -12, x, 5, 0.2, -0.8, 1
38) CCCC(=O)Nc1ccc2c(c1)OC[C@@H](C)N(Cc1cncnc1)C[C@H](C)[C@@H](OC)CN(C)C2=O
    -8, 3, -6, 1.5, -3, -0.4, 0.0, 5
39) CCC(C)(C)NC(=O)c1ccc(Sc2nncn2C)c([N+](=O)[O-])c1
    -2, 1, 4, 1.0, 2, 0.0, 1.5, 5
40) CSc1nc(=S)cc(C)[nH]1
    0, -1, -44, x, x, 0.0, -1.1, 6
41) N#Cc1ccsc1NC(=O)C1CCCN1S(=O)(=O)c1cccs1 (centres undefined)
    -8, -6, -5, 0.1, -4, -0.1, 0.2, 33
42) C[C@H](CO)N1C[C@H](C)[C@H](CN(C)S(=O)(=O)c2ccc(F)cc2)Oc2ccc(NC(=O)CCCN(C)C)cc2C1=O
    -2, 1, -13, -0.3, 3, -1.0, 1.0, 6
43) COC(=O)N1Cc2ccnnc2CC1c1ccccc1-c1ccccc1 (centres undefined)
    8, -2, -1, 0.3, x, 0.4, 0.6, -4
44) COc1cccc(-c2cnc3c(c2)C(=O)N([C@H](C)CO)C[C@@H](C)[C@@H](CN(C)C(=O)Nc2c(C)noc2C)O3)c1
    -6, 1, 7, 0.0, -8, 0.1, 1.8, 17
45) CC1=CC(=C(C#N)c2nc3ccccc3s2)C=C(C)N1Cc1ccco1
    8, -5, -113, x, 0, x, -1.4, 10
46) Cc1cc(C)c(C#N)c(SCc2nc3ccccc3c(=O)[nH]2)n1
    7, -4, -27, x, x, 0.0, -0.9, 16
47) CCCC1=NN2C(=N)/C(=C\c3cc(C)n(-c4cc(C)cc(C)c4)c3C)C(=O)N=C2S1
    x, x, x, 0.6, -5, 0.0, x, -12
48) Nc1ccc2c(c1)C(=Cc1cccnc1)c1ccccc1-2
    2, 2, -2, 1.7, -6, 0.3, -0.5, 17
49) CO[C@H]1CN(C)C(=O)c2cc(NS(=O)(=O)CC(F)(F)F)ccc2OC[C@H](C)N(C(=O)c2ccc3c(c2)OCO3)C[C@H]1C
    3, -1, -15, -0.2, -4, -0.2, -3.7, -21
50) CCN(C(=O)c1cc2c(=O)[nH]c3ccc(C)cc3c2s1)c1ccccc1C
    -1, -1, -12, 9.2, x, 0.0, 0.8, 17
51) COC(=O)C(Cc1c[nH]c2ccccc12)NC(=O)CCNC(=O)c1ccco1 (centres undefined)
    11, 2, -2, -3.7, -1, 0.1, 0.0, 10
52) CC(C)NC(=O)Nc1ccc2c(c1)C(=O)N(C)[C@H]1CC[C@H](CC(=O)NCC(F)(F)F)O[C@H]1CO2
    3, x, x, -0.1, -8, 0.2, 2.8, 11
53) CCCCn1c(N)c(N(CCOC)C(=O)CN(C)S(=O)(=O)c2ccc(Cl)cc2)c(=O)[nH]c1=O
    u, 0, -4, -0.1, 12, 0.0, 4.2, x
54) Cc1nc2ccccc2c(=O)n1/N=C/C=C/c1ccccc1
    2, 1, -21, x, x, 0.1, -0.2, -2
55) CCN(CC)S(=O)(=O)c1cc(C(=O)Nc2ccccc2C(=O)O)ccc1OC
    2, 0, -4, x, -14, x, 0.6, 2
56) O=C(C[C@@H]1C[C@H]2c3cc(NC(=O)Nc4ccccc4)ccc3O[C@H]2[C@H](CO)O1)NCc1ccccc1
    4, 1, 5, 0.5, -9, 0.0, 0.8, 1
57) N#Cc1ccc(-c2ccc3c(c2)[C@H]2[C@H](CCN2C(=O)c2ccncc2)[C@H](CO)N3)cc1
    x, x, x, -0.5, 6, 0.0, -1.1, -6
58) O=C(Cc1cccnc1)N1CC2(C1)[C@@H](c1ccccc1)[C@@H](CO)N2C(=O)C1CC1
    14, 0, -18, 0.0, x, 0.2, -0.1, 3
59) COc1ccc2c3c(n(C)c2c1)[C@H](CO)N(C(=O)NC(C)C)CC31CN(Cc2nccs2)C1
    u, 2, -4, 0.0, x, 0.2, 1.4, 39
60) COc1ccc(C2(c3ccc(OC)cc3)NC(=O)N(CC(=O)N(C)c3ccccc3)C2=O)cc1
    1, 2, -1, x, 1, 0.1, -0.6, -12
61) OC(CNc1ncnc2sccc12)c1ccccc1 (centres undefined)
    1, 0, -12, x, 0, 0.1, -0.5, -30
62) COc1ccc(NC(=O)N(C)C[C@H]2Oc3ccc(NS(=O)(=O)c4cccs4)cc3C(=O)N([C@H](C)CO)C[C@H]2C)cc1
    -6, 1, 5, 0.2, -1, -0.1, -0.5, 10
